APEX1 inh: blocks human APE1 abasic DNA cleavage | P27695 | recombinant APE1, TAMRA/BHQ-2 abasic DNA cleavage fluorescence | Potency, µM (doses to about 65.8 µM), inactives show at the top dose activity change, negative = inhibition, actives largely listed as inhibitors | hit rate 0.35% among 350,000 | AID 2517;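 note: potency is the fitted concentration of half-maximal effect; plate controls were vehicle for no effect and reference inhibitor for full effect; nearly all actives have a fitted effect of over 55% in size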
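Compound pre-exposure to 0.75 nM APE1, 15 min at ambient temperature. Reaction initiated with 50 nM TAMRA/BHQ-2 THF substrate, read immediately in kinetic mode, 525 nm excitation, 598 nm emission.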
BLM helicase inh: blocks DNA unwinding by human BLM helicase | P54132 | hit rate 0.2% among 350,000 | Potency, µM (titrated, usually from 56.1 µM), without a hit: at the highest dose activity change, negative = inhibition, actives largely listed as inhibitors | AID 2528 | recombinant BLM DNA unwinding, fluorescence dequenching;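 note: potency is the fitted concentration of half-maximal effect; plate controls were vehicle for no effect and no enzyme for full effect; nearly all actives have a fitted effect of over 35% in size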
ALOX12 inh: ALOX12 (human) lipoxygenase inhibition. P18054. AID 1671190. Potency, µM (top dose mostly 108 µM), for the others: at the top dose activity change, negative = inhibition, usual class: inhibitors. hit rate 1.1% among 580,000. purified 12hLO, xylenol orange hydroperoxide absorbance; note: potency is the fitted concentration of half-maximal effect; % is set by controls: 0 for no effect and ±100 for the full control effect
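Purified human 12hLO (150 nM final) in 25 mM Hepes, 0.01% Triton X-100, pH 7.0 was preincubated 15 min at room temperature with compound. Then 40 uM arachidonic acid was added, 30 min. Hydroperoxide was read by Fe-XO absorbance ratio 573/405 nm.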
POLK inh: inhibitors of human DNA polymerase kappa. purified Pol kappa, fluorescent DNA synthesis assay, 10 min. Q9UBT6. hit rate 0.53% among 400,000. Potency, µM (doses to about 107 µM), for the others: at the highest dose activity, negative = inhibition, hits mostly inhibitors; note: potency is the fitted concentration of half-maximal effect; % is set by controls: 0 for no effect and ±100 for the full control effect
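Pol kappa 10 nM + cpd, 15 min RT; start w/ substrate 50 nM final; fluorescence kinetic read, 0 and 10 min. Neg ctrl: buffer, no enzyme.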
POLB inh: DNA polymerase beta (human) inhibition; P06746; Pol beta primer extension/strand displacement, fluorescence kinetic; Potency, µM (top dose mostly 114 µM), for the others: at the highest dose activity change, negative = inhibition, hits mostly inhibitors; hit rate 1.3% among 340,000; AID 485314; note: potency is the fitted concentration of half-maximal effect; % is set by controls: 0 for no effect and ±100 for the full control effect
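Homogeneous kinetic assay of primer extension and strand displacement by 10 nM Pol beta, preincubated 15 min at room temperature with compound before 50 nM substrate (final) was added. Read at 0 and 10 min; four-parameter Hill fit.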
POLI inh: DNA polymerase iota (human) inhibition | Q9UNA4 | Pol iota fluorescent replication assay, 10 min | Potency, µM (doses to about 115 µM), inactives show top-dose activity, negative = inhibition, hits mostly inhibitors | hit rate 1% among 390,000; note: potency is the fitted concentration of half-maximal effect
Target sequence (Q9UNA4 whole entry, looked up): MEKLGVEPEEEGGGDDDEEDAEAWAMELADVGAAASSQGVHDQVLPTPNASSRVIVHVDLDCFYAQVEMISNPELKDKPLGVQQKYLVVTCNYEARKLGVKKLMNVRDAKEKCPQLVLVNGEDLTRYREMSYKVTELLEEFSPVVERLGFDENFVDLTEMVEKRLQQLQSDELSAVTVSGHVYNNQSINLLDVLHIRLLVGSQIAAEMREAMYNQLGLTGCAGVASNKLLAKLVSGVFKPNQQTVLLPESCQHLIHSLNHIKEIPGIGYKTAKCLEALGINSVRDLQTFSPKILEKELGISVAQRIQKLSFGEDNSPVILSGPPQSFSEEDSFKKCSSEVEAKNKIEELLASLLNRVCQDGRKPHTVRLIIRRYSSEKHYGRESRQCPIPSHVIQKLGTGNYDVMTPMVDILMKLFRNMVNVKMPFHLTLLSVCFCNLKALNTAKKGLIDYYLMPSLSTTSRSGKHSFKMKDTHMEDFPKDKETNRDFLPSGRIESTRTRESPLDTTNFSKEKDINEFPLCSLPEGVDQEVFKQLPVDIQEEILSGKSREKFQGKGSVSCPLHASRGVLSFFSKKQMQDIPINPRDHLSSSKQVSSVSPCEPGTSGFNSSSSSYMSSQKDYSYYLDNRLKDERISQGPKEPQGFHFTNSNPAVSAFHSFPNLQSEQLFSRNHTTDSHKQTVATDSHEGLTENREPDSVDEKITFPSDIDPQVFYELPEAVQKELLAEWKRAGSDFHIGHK
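Fluorescent replication assay read twice, at 0 min and 10 min after adding 50 nM (final) substrate. Enzyme (10 nM) and compounds were first incubated 15 min at room temperature; enzyme-free buffer wells were negative controls.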
TRHR agonist: agonists of human TRH receptor. AID 493084. TRHR cells, calcium flux fluo-8, FDSS agonist mode. activation, % at 2 µM. hit rate 0.18% among 360,000. P34981; in the data active = activation above about 30%; note: 0% is about no effect
Target sequence (P34981 whole entry, looked up): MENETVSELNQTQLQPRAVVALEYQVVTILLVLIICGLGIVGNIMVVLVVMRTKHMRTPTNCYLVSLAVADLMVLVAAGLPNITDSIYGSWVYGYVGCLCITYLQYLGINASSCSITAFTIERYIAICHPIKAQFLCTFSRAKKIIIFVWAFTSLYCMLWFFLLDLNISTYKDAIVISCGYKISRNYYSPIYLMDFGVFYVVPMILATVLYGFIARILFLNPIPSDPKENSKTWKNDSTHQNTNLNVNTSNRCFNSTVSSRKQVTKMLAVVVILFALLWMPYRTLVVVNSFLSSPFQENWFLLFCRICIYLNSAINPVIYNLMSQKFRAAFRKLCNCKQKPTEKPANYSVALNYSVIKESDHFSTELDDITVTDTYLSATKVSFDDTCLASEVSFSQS
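In this calcium-flux screen, cells bearing human TRHR are dye-loaded with fluo-8, baselined for 10 cycles, then exposed to library compounds; positive kinetic calcium responses during the agonist phase mark hits, with TRH as control.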
Apoferritin bind: candidate novel general anesthetic via apoferritin binding | P02791 | apoferritin/1-aminoanthracene competitive binding, fluorescence | Potency, µM (top dose mostly 77.5 µM), without a hit: at the highest dose activity change, negative = displacement, most hits filed as inhibitors | hit rate 0.074% among 350,000 | AID 485281; note: potency is the fitted concentration of half-maximal effect; % is set by controls: 0 for no effect and ±100 for the full control effect; nearly all actives have a fitted effect of over 20% in size
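In PBS, apoferritin at 10 uM is loaded with 1-AMA from a 50% saturated solution. After 10 min of compound exposure at ambient temperature, reduced 535 nm fluorescence indicates probe displacement.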
ERG-DNA inh: inhibitors of human ERG Ets domain-DNA interaction. AID 624246. hit rate 0.028% among 370,000. Potency, µM (top dose mostly 76.9 µM), for the others: at the highest dose FP activity, negative = inhibition, most hits filed as inhibitors. fluorescence polarization, His-ERG Ets domain / labelled DNA. P11308; active = well fitted inhibition curve with a large enough effect in the polarisation, with a control signal flat; inconclusive = small, poorly fitted or top-dose-only effect, or effect the other way, or a change in a side signal; inactive = no such curve, though single readings can be large or run the other way; the % refers to the polarisation;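 note: polarization taken with two DNA probes labelled with fluorescein and Texas red; potency is the fitted concentration of half-maximal effect; % of control where 0% means no effect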
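His-tagged ERG Ets domain (1 uM in the protein solution; 300mM KCl, 50mM Tris-HCl, 1mM EDTA, 1mM DTT, pH 7.5) received compound, then a probe mix of 5 nM fluorescein-DNA and 100nM Texas-615-DNA. Fluorescence polarization was read for both dyes.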
* = called active by the depositor; ? = inconclusive; / = not tested or not shown; & = joins results of further samples; [ ] = remark or other dose. Unless noted, calls come from the whole dose curve; as a rule, active = well fitted curve in the direction sought with a large enough effect; inconclusive = small, poorly fitted or top-dose-only effect, or another doubt; inactive = no such curve, though single readings can be large; an effect the other way counts as inactive or inconclusive. These rows are one share of the data, so the mix of outcomes need not match the whole.

| compound | Apoferritin bind | POLI inh | APEX1 inh | ERG-DNA inh | POLK inh | TRHR agonist | POLB inh | ALOX12 inh | BLM helicase inh |
| --- | --- | --- | --- | --- | --- | --- | --- | --- | --- |
| COc1ccc(CNC(=O)Cc2c(C)c3c(cc(C)c4c(C)c(C)oc43)oc2=O)cc1 | -3% | 46%[activator] | / | 3% | 7% | 0.3 | 31% | -7% | -7% |
| NNC(=O)C1=NOC(CNc2ncc(C(F)(F)F)cc2Cl)C1 (stereo not drawn) | ? | 1% | -1% | 2% | -4% | 0.2 | ? | 26% | -5% |
| O=C(CN1C(=O)COc2ccc(S(=O)(=O)N3CCOCC3)cc21)Nc1ccc(F)c(Cl)c1 | 2% | 12% | / | 4% | -14% | -0.5 | -18% | -19% | 3% |
| COc1ccc(C(=O)OCC(=O)N2CCOCC2)cc1S(=O)(=O)N1CCOCC1 | / | 7% | 27% | -3% | -4% | 0.9 | / | 28% | / |
| O=C(O)CCCCCN=Cc1c(O)c2ccccc2oc1=O | -7% | 20% | 0% | 0% | 9% | -1.7 | -17% | -23% | -6% |
| COc1cccc(NC(=O)c2ccc(-c3nc(COc4ccccc4)c(C)o3)cc2)c1 | -6% | 22% | / | -5% | -1%[60.1 µM] | 1.7 | -19% | -9% | -1% |
| O=C(Nc1cccs1)Nc1cc(C(F)(F)F)ccc1Cl | -14% | 15% | / | 2% | -9% | 0.0 | -30% | ? | -7% |
| CCN(CC)C(=O)Cn1c(=O)cc(C)c2c(C)nn(C)c21 | -9% | 22% | / | 10% | 7% | 0.3 | 4% | -4% | 1% |
| COc1ccc(-c2cc(C#N)nc(N3CCNCC3)n2)cc1 | -19% | 6% | -6% | 9% | -2% | 0.3 | ? | -22% | 82%[activator] |
| CCOc1ccc(NC(=O)COC(=O)CSCC(=O)Nc2ccc(C)cc2C)cc1 | / | 90%[activator] | 21% | 2% | 3% | -0.6 | / | 13% | / |
| Cc1oc2ccc(O)c(CN3CCCCC3C)c2c1C(=O)Nc1ccccc1 (stereo not drawn) | -4% | 8% | / | 4% | 10% | -0.3 | 1% | ? | 5% |
| C=CC(COCc1ccccc1)N(Cc1ccccc1)S(=O)(=O)c1ccccc1Br (stereo not drawn) | 41%&40%[activator] | 16%&8% | -2%&-3% | -5% | -8%&1% | 1.1 | 5% | 13% | -7%&-7% |
| Cc1ccccc1OC(=O)CSc1nnc(-c2ccc(F)cc2)o1 | -1% | 17% | / | 3% | -1% | 0.3 | -9% | -25% | -4% |
| COc1cccc(/C=N/NC(=O)CC2C(=O)NN=C2C)c1OC (stereo not drawn) | 0% | ? | 0% | -4% | -12% | 0.2 | 7% | 125%[activator][57.4 µM] | 0% |
| Cc1ccc(C(=O)Nc2sc3c(c2C(=O)O)CCCC3)o1 | 3% | 10% | 62%[activator] | 5% | 4% | -0.2 | -11% | 1% | -1% |
| Cc1cc(C)[n+](Cc2ccccc2)cc1C(N)=O | / | -5% | / | 10% | -1% | / | / | 10% | / |
| Cc1ccc(NC(=O)c2cc(C)nn2-c2ccccc2)cc1 | 49%&-7%[activator] | ? | 10% | 3%&0% | -12%&-16% | -0.4&0.2 | 9%&15% | 0% | -6%&-6% |
| Cn1c(-c2ccc(F)cc2)cnc1SCC(=O)Nc1ccccc1 | -3% | 72%[activator] | 0% | 9% | 4% | -0.7 | -6% | 5% | -3% |
| COc1ccc(C(CC(=O)O)NC(=O)OC(C)(C)C)cc1 (stereo not drawn) | 0% | 28% | 0% | -11% | -5% | 0.1 | 1% | ? | 4% |
| COC(=O)c1ccc(CSc2nnc(NC(=O)C3CC(=O)N(Cc4ccc(C)cc4)C3)s2)cc1 (stereo not drawn) | -14% | -8% | -8% | -1% | -16% | 0.3 | ? | -17% | -9% |
| Cc1[nH]n(-c2ccccc2)c(=O)c1N=Nc1ccccc1O | -12% | 51%[activator] | 4% | -4% | -12% | 11 | ? | -7% | 0% |
| Cc1cccc(NS(=O)(=O)c2ccc(NC(=O)N3CCCC3)cc2)c1 | 6% | -9% | / | 3% | -8%[60.1 µM] | 1.0 | -2% | ? | 2% |
| Cc1cccc(NS(=O)(=O)c2ccc(-c3cnc(C4CC4)o3)cc2)c1 | 2% | -14% | -5% | 9% | -1% | 0.8 | -12% | ? | -9% |
| Cc1onc(-c2ccccc2Cl)c1C(=O)Nc1ccccc1C(=O)NC(C)C | 8% | -45% | -1% | / | -2% | -0.4 | 22% | 18% | -4% |
| Cc1cc(C)n2nc(SCCCC(=O)c3ccccc3)nc2n1 | 2% | 47%[activator] | 13% | -2% | -11% | -2.6 | 3% | 0% | 2% |
| COC(=O)c1ccc(N2C(=O)CC(N3CCN(c4ccccc4)CC3)C2=O)cc1 (stereo not drawn) | / | -9% | / | -16% | -7% | / | / | 74%[activator] | / |
| O=C1NC(=O)C2(C=C(c3ccccc3)C(O)(c3ccccc3)C2)N1 (stereo not drawn) | / | 1% | / | 7% | -6% | / | / | -10% | / |
| COc1cccc(/C=C/c2onc(C)c2S(=O)(=O)N2CCC(C(=O)NC3CCCCCC3)CC2)c1 | -15% | 38%[activator] | 0% | -2% | 5% | 0.5 | 23% | -23% | -2% |
| Cc1ccc(S(=O)(=O)Cc2ccc([N+](=O)[O-])cc2)cc1 | -6% | 113%[activator] | 12% | 2% | -6% | -0.3 | -4% | 0% | -2% |
| CC(C)(C)OC(=O)N1CCC(c2c(C(=O)Nc3cccc(C(F)(F)F)c3)cnn2-c2ccc(F)cc2F)CC1 | ? | 13% | / | 14% | -18% | 1.4 | ? | -10% | 1% |

Four consecutive records out of the list so far, quoted:
| compound | Apoferritin bind | POLI inh | APEX1 inh | ERG-DNA inh | POLK inh | TRHR agonist | POLB inh | ALOX12 inh | BLM helicase inh |
| --- | --- | --- | --- | --- | --- | --- | --- | --- | --- |
| O=C1NC(=O)C2(C=C(c3ccccc3)C(O)(c3ccccc3)C2)N1 (stereo not drawn) | / | 1% | / | 7% | -6% | / | / | -10% | / |
| COc1cccc(/C=C/c2onc(C)c2S(=O)(=O)N2CCC(C(=O)NC3CCCCCC3)CC2)c1 | -15% | 38%[activator] | 0% | -2% | 5% | 0.5 | 23% | -23% | -2% |
| Cc1ccc(S(=O)(=O)Cc2ccc([N+](=O)[O-])cc2)cc1 | -6% | 113%[activator] | 12% | 2% | -6% | -0.3 | -4% | 0% | -2% |
| CC(C)(C)OC(=O)N1CCC(c2c(C(=O)Nc3cccc(C(F)(F)F)c3)cnn2-c2ccc(F)cc2F)CC1 | ? | 13% | / | 14% | -18% | 1.4 | ? | -10% | 1% |

Continuation.
| compound | Apoferritin bind | POLI inh | APEX1 inh | ERG-DNA inh | POLK inh | TRHR agonist | POLB inh | ALOX12 inh | BLM helicase inh |
| --- | --- | --- | --- | --- | --- | --- | --- | --- | --- |
| COc1cc2c(cc1OC)C(COc1ccccc1OC)N(C(=O)c1ccc(S(=O)(=O)N3CCCC3)cc1)CC2 (stereo not drawn) | 0% | -2% | / | -6% | 4%[60.1 µM] | 1.2 | -3% | -11% | -3% |
| COc1ccc(-c2nnc(C3CCN(S(=O)(=O)c4cccc(Cl)c4)CC3)o2)cc1 | 42%[activator] | 19% | / | 0% | -14% | -0.4 | -1% | -9% | -7% |
| COc1cccc(CN2CCN(C(=O)CCc3nnc(C4CCCCC4)o3)CC2=O)c1 | 1% | 53%[activator] | 0% | -1% | 6% | 0.4 | 1% | 1% | -2% |
| CCOc1cc(C2C3=C(CCCC3=O)Nc3nc(C(=O)OC)nn32)ccc1OC (stereo not drawn) | -11% | 18% | 9% | -15% | -13% | -0.2 | 25% | ? | -2% |
| CN(C)c1cc(-c2ccc(F)cc2)oc(=O)c1Cl | -10% | 52%[activator] | ? | -1% | -4% | -0.2 | 3% | 0% | -7% |
| Cc1nn(C2CCS(=O)(=O)C2)c(Cl)c1/C=C/C(=O)OCC(=O)c1c[nH]c2ccccc12 (stereo not drawn) | -14% | -23% | -4% | ? | -8% | 0.4 | -13% | -3% | -5% |
| Cc1ccc(OCC(O)CN2CCN(Cc3ccc4c(c3)OCO4)CC2)cc1C (stereo not drawn) | 3% | 33% | 0% | 3% | 1% | 0.5 | 18% | ? | 4% |
| Brc1cccc(OCCCCn2cncn2)c1 | -3% | -17% | 3% | -11% | -23% | -0.3 | -22% | ? | -3% |
| C[C@H](CO)N1C[C@H](C)[C@@H](CN(C)Cc2ccc3c(c2)OCO3)Oc2c(NC(=O)Cc3ccccc3)cccc2C1=O | / | 25% | 0% | 2% | 16% | / | / | 7% | / |
| COc1ccccc1-c1cc(C(=O)NC2CCN(C)CC2)c2ccc(Cl)c(C)c2n1 | -5% | 35%[activator] | 9% | -24% | 4% | 1.6 | 23% | ? | 7% |
| COc1ccc(NC2c3ccccc3C(=O)N2Cc2ccccc2Cl)cc1OC (stereo not drawn) | 6% | -1% | -4% | -5% | -6% | -1.3 | -1% | ? | -6% |
| O=C(Nc1ccccc1NC(=O)c1ccco1)c1ccccc1 | -9% | 38%[activator] | 27%[12.4 µM] | -12% | -8% | -0.3 | 24% | -2% | 0% |
| CN(Cc1nccs1)C(=O)C1CCC(=O)N(CCc2cccc(F)c2)C1 (stereo not drawn) | -1% | 10% | 6% | -10% | -4% | 0.0 | 14% | 0% | -1% |
| O=C(O)/C=C/c1cn(-c2ccccc2)nc1-c1cccs1 | 0% | 10% | 20% | 10% | 6% | -0.2 | -1% | 6% | 6% |
| O=C1/C(=C/c2ccc3c(c2)OCO3)Oc2cc(OCC(=O)N3CCC[C@H]3C(=O)O)ccc21 | 8% | 11% | -13% | 4% | -2% | 0.3 | ? | / | 0% |
| Cc1ccc(S(=O)(=O)Nc2ccc3c(c2)OCCO3)cc1 | ? | 105%[activator] | -1% | 9% | -8% | 0.0 | 0% | -20% | -3% |
| O=C(CCSCc1ccccc1F)NCc1cccs1 | ? | 21% | 4% | -4% | 0% | -1.6 | 4% | -4% | -4% |

Compound activity: PubChem, National Center for Advancing Translational Sciences (NCATS)
